Compound activity deposited in PubChem by several laboratories.
PolyA inh: blocks polyadenylation in yeast reporter cells; calls only at 12 µM; 300,000 compounds, 0.02% hits; AID 1875; S. cerevisiae SKY197-pL101 polyadenylation reporter, beta-gal luminescence; efflux-impaired pdr1/pdr3 knockout yeast; score 100 = 6 SD above DMSO;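 active = lowest replicate activity score at least 50, where 100 means six control SD above control mean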;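 note: yeast exposed to compound for 9 h at 30 °C; higher score means more reporter readthrough which indicates perturbed polyadenylation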
HIF act: HIF pathway transcriptional activation | U2OS HRE-luciferase reporter, luminescence; normalized: DMSO 0%, desferrioxamine 100% | activation, % at 7.5 µM (by protocol) | 300,000 compounds, 0.32% hits | AID 1910;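 active = mean activation of at least 10% of the iron chelator positive control signal, with at least half of replicates also reaching 10%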
MrgX1 agonist: agonists of human MrgX1 receptor. MrgX1-HEK293 cells, Fluo-4 calcium fluorescence, agonist mode; stronger effect = higher value. B-score at 10 µM. 310,000 compounds, 0.44% hits. AID 588627;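 active = calcium response B-score plate-corrected fluorescence ratio at least 3 library SD, with starting fluorescence B-score inside 5 SD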
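Material: MrgX1-expressing HEK293 cells / Dosing: compound as first of three additions / Incubation: overnight seeding, then 1 h dark dye loading / Signal: Fluo-4 NW calcium fluorescence / Evaluation: B-scored fluorescence response ratio / Benchmarks: positive and negative control wells on each plate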
AI-2 QS modul: modulates the Vibrio harveyi AI-2 quorum sensing system; activity change, % at 7.5 µM; 300,000 compounds, 0.4% hits; AID 2094; Vibrio harveyi JMH597 AI-2 luminescence/OD600 ratio, 9 h; stronger effect = lower value; strain lacks LuxN and CqsS sensors; 0 = neutral-control median; in the data active = activity change below about -75%, passing the limit was not always enough;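 note: luminescence divided by OD600 gain over 9 h not by final OD600 alone; inactives centre near 13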
MrgX1 allo act: human MrgX1 positive allosteric modulation, primary screen; Q96LB2; MrgX1-HEK293, Fluo-4 calcium flux, FDSS; stronger effect = higher value; B-score at 10 µM; AID 588675; 310,000 compounds, 0.63% hits;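 active = plate-corrected calcium response at least 3 library SD above typical, normal starting fluorescence, not activating the receptor alone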;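 note: compound read alongside a low EC10 to EC30 dose of BAM8-22 agonist; peak minus trough fluorescence over baseline measured at the second addition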
TRPC4 act: opens the mouse TRPC4 cation channel | Q9QUQ5 | HEK293 TRPC4beta/mu-opioid, Fluo4 calcium fluorescence; stronger effect = higher value | B-score at 10 µM | 310,000 compounds, 0.49% hits | AID 2237;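 active = B-score above 5 SD of library B-scores, and initial fluorescence ratio not above library mean plus 5 SD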;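 note: positive B-score marks a calcium rise read as TRPC4 activation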
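Assay system – TRPC4beta and mu-opioid receptor HEK293 stable cells · Measured by – Fluo4 fluorescence, kinetic · Schedule – dye loading 45 min room temperature, 110 s kinetic read · Read-out – B-scored integrated calcium fluorescence ratio · Controls – buffer and maximal DAMGO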
TRPC4 block: inhibitors of mouse TRPC4 channel | HEK293 TRPC4beta/mu-opioid, DAMGO-evoked Fluo4 calcium flux; stronger effect = lower value | B-score at 10 µM | 300,000 compounds, 0.39% hits | AID 2247;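 active = B-score over 3 SD under the library average, no early fluorescence shift, positive overall ratio signal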
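Assay system: HEK293 cells with stable TRPC4beta plus mu-opioid receptor expression; Probe or stimulus: DAMGO in two steps, submaximal then maximal; Dosing: single-point compound dosing; Measured by: Fluo4 calcium-dye fluorescence, kinetic read; Read-out basis: B score from integrated Fluo4 fluorescence ratio.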
MrgX1 antagonist: blocks BAM8-22 activation of human MrgX1 receptor; Q96LB2; MRGX1-HEK293 calcium flux, Fluo-4, BAM8-22 antagonism; stronger effect = lower value; B-score at 10 µM; 310,000 compounds, 1.3% hits; AID 588676;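 active = calcium-response B-score plate-corrected more than 3 library SD below zero, starting fluorescence within 5 deviations, no agonist response on first addition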;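 note: peak minus trough fluorescence over baseline after final BAM8-22 challenge near maximal dose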
TRPC6 act: activators of mouse TRPC6 channel | B-score at 10 µM | AID 2550 | Q61143 | 310,000 compounds, 0.13% hits | HEK293-TRPC6 membrane potential dye fluorescence; stronger effect = higher value;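 active = B-score of the integrated fluorescence ratio above library mean plus 3 SD, and starting fluorescence ratio within library mean plus 5 SD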;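 note: higher score means more depolarization so channel activation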
Target sequence (Q61143 whole entry, looked up): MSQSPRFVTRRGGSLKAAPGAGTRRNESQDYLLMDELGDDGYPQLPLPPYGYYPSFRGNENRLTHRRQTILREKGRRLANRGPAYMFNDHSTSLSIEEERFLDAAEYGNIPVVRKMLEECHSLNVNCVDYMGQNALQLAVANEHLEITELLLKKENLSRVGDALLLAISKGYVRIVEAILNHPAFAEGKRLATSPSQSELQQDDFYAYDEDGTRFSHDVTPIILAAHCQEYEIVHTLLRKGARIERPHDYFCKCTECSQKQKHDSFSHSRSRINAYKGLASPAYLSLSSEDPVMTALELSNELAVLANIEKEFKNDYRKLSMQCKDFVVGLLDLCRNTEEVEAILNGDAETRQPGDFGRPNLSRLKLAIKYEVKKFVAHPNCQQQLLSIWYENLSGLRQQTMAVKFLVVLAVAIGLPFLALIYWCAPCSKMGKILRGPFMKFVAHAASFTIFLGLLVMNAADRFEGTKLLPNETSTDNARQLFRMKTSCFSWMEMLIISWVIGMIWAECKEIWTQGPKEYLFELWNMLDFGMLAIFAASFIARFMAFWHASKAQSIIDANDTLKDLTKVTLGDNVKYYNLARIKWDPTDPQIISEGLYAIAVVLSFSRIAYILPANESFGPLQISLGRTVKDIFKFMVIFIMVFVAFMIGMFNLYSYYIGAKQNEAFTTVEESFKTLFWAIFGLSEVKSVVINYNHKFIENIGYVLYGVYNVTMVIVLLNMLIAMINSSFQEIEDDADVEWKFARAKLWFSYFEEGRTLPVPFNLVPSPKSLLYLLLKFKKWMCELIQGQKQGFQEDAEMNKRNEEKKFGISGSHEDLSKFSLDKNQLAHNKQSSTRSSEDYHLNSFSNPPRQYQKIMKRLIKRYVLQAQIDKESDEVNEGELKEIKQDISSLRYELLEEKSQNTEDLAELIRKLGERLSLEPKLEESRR
TRPC6 inh: blocks the mouse TRPC6 cation channel; 310,000 compounds, 1.1% hits; HEK293-TRPC6, membrane potential dye, ACh-evoked depolarization; stronger effect = lower value; B-score at 10 µM; AID 2553;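 active = B-score under library mean minus 3 SD, initial fluorescence not abnormally high, positive integrated signal ratio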;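 note: B-score derived from integrated fluorescence ratio over the kinetic read; more negative B-score means stronger inhibition of depolarization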
TRPC4 potent: allosteric potentiators of mouse TRPC4 channel | HEK293 TRPC4beta/mu-opioid, DAMGO EC20, Fluo-4 Ca2+ flux; stronger effect = higher value | B-score at 10 µM | 310,000 compounds, 0.42% hits;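 active = B-score of calcium response area above 5 SD of library B-scores, with initial fluorescence ratio within 5 SD of library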;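 note: B-score of integrated fluorescence ratio over time as area under calcium response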
Starred values were filed as active, the others as inactive; i = inactive; . = not tested or not shown. Not all compounds are listed; rates above refer to the full screens.

SMILES | PolyA inh | HIF act | MrgX1 agonist | AI-2 QS modul | MrgX1 allo act | TRPC4 act | TRPC4 block | MrgX1 antagonist | TRPC6 act | TRPC6 inh | TRPC4 potent
O=C(O)Cn1nc(-c2ccccc2)c2ccccc2c1=O | i | -0.2 | i | 3 | i | i | i | i | i | i | i
O=[N+]([O-])c1cccc(-c2ncc3ccccn23)c1 | i | 1.6 | i | 9 | i | i | i | i | i | i | i
Cc1ccccc1-n1c(C)nnc1SCC(=O)N1CCc2ccccc2C1 | i | -0.3 | i | 8 | i | i | i | i | i | i | i
CCCc1nnc(NC(=O)CCCN2C(=O)c3ccccc3C2=O)s1 | i | -0.1 | i | -2 | i | i | i | i | i | i | i
CCOC(=O)CNC(=O)N1CCc2ccc(NC(=O)c3ccccc3Cl)cc2C1 | i | -20 | i | 13 | i | i | i | i | i | i | i
CCN(CC)C(=O)c1cccc(-c2ccc(OC)cc2)c1 | i | 0.2 | i | 0 | i | i | i | i | i | i | i
O=C(c1ccc(=O)n(Cc2ccc(Cl)c(Cl)c2)c1)N1CCOCC1 | i | 0.1 | i | 7 | i | i | i | -7.4* | i | i | i
CCNC(=O)CN(c1ccc(CC)cc1)S(C)(=O)=O | i | 0.0 | i | 3 | i | i | i | i | i | i | i
CC(C)NC(=S)N(C)C1(c2ccccc2Cl)CCCCC1=O (stereo not drawn) | i | -0.2 | i | 4 | i | i | i | i | i | i | i
Cc1cccc(N2CCN(C(=O)c3ccc(NC(=O)C4CCCO4)cc3)CC2C)c1 (stereo not drawn) | i | -0.4 | i | 12 | i | i | i | i | i | i | i
Clc1cccc(OCCn2ccnc2)c1 | i | -3.3 | i | 16 | i | i | i | i | i | i | i
Cc1cccc(NC(=O)Nc2nnc(N3CCCCC3C)s2)c1C (stereo not drawn) | i | 1.4 | i | 16 | i | i | i | i | i | i | i
CC(=O)Nc1cccc(NC(=O)CSc2nnnn2C)c1 | i | 0.0 | . | 11 | . | i | i | . | i | i | i
CN(CCC#N)C(=O)c1cc2c(s1)-c1ccccc1SC2 | i | 3.5 | i | 15 | i | i | i | i | i | i | i
CCOC(=O)c1csc(NC(=O)C(C)(C)C)n1 | i | 0.5 | i | 23 | i | i | i | i | i | i | i
O=C(NC(=S)Nc1ccccc1)c1cc([N+](=O)[O-])ccc1N1CCOCC1 | i | 0.1 | i | -18 | i | i | i | i | i | i | i
CCn1cc(C(=O)N(C)c2ccc(OC)cc2OC)c2cc(OC)c(OC)cc2c1=O | i | 0.3 | i | 0 | i | i | i | i | i | i | i
Cc1ccc2nc(-c3ccccc3)c(CN3CCSCC3)n2c1 | i | 0.2 | i | 2 | i | i | i | i | i | i | i
[O-][n+]1ccccc1SCc1ccccc1 | i | 0.6 | i | -4 | i | i | i | i | i | i | i
CCOC(=O)CCCNC(=O)CCCNC(=O)C(c1ccccc1)c1ccccc1 | i | -1.5 | i | 26 | i | i | i | i | i | i | i
COc1ccc(CCNC(=O)C2CCN(S(=O)(=O)c3cccc4nsnc34)CC2)cc1OC | i | -17 | i | 31 | i | i | i | i | i | i | i
Cc1ccc(N(Cc2ccccc2)C(=O)c2cc(S(=O)(=O)N3CCOCC3)ccc2C)cc1 | i | 2.6 | i | 29 | i | i | i | i | i | i | i
CN(CC1CCCN(CCc2ccc(F)cc2)C1)C(=O)CCC(F)(F)F (stereo not drawn) | i | -0.7 | i | 7 | i | i | i | i | i | i | i
Cc1cc(Cl)c(OCCCNC2CCCC2)c(Br)c1 | i | 1.6 | i | 15 | i | i | i | i | i | i | i
Cc1ccc(NC(=O)c2ccc(CN3CC(=O)N4CCCCC4C3=O)cc2)c(C)c1 (stereo not drawn) | i | -0.1 | i | -4 | i | i | i | i | i | i | i
CC(C)SC1=NC(C)(C)C=C(/C=C/c2c(Cl)cccc2Cl)N1 | i | -0.6 | i | 11 | i | i | i | i | i | i | i
COc1ccc(/C=N/Nc2nonc2N)c(OC)c1 | i | 0.6 | i | 5 | i | i | i | i | i | i | i
Nc1nnc(-c2cn(-c3ccccc3)nc2-c2ccccc2)o1 | i | . | i | -2 | i | i | i | i | i | i | i
CC(C)CCNC(=O)C1CCN(c2nnc(-n3cccc3)s2)CC1 | i | 0.6 | i | 17 | i | i | i | i | i | i | i
COc1cc(C2CC(=O)Oc3c2c(=O)n(C)c2ccccc32)ccc1O (stereo not drawn) | i | 0.3 | i | 25 | i | i | i | i | i | i | i
CCOC(=O)N1CCN(C(=O)COc2cccc3c2CCN(CC)C3=O)CC1 | i | -0.7 | i | -5 | i | i | i | i | i | i | i
Cc1occc1C(=O)Nc1c(F)c(F)c(F)c(F)c1F | i | -21 | i | 19 | i | i | i | i | i | i | i
O=C(Nc1cccc(Cl)c1)Nc1ccc(Br)cc1F | i | 2.3 | i | 24 | i | i | i | i | i | i | i
O=C(Nc1ccccc1C(=O)O)c1cccc(NS(=O)(=O)c2ccc(Br)cc2)c1 | i | -2.0 | i | 24 | 11* | i | i | i | i | i | i
O=C(CN1C(=O)/C(=C/c2ccco2)SC1=S)Nc1ccc(O)c(C(=O)O)c1 | i | -0.8 | i | 12 | i | i | i | i | i | i | i
O=C1NC[C@@H](Cc2cccc3ccccc23)N(CC2(c3ccccc3)CC2)C1=O | i | 0.2 | i | 3 | i | i | i | i | i | i | i
Cc1cc2ccccc2n1CCNC(=O)Cc1ccccc1 | i | 0.0 | i | 26 | i | i | i | i | i | i | i
COC(=O)C(C(=O)Nc1ccc(OC)cc1)C1CCCCCC1 (stereo not drawn) | i | 0.2 | i | 4 | i | i | i | i | i | i | i
Cn1cnc([N+](=O)[O-])c1Sc1ncccc1N | . | -0.1 | i | 7 | i | i | i | -7.2* | i | i | i
CC(=O)CCCC(NS(=O)(=O)CCC(Cl)(Cl)Cl)c1ccccc1 (stereo not drawn) | i | 0.3 | i | 0 | i | i | i | i | i | i | i
CC1=CC(C)C2C(=O)N(CCCN(C)C)C(=O)C2C1 (stereo not drawn) | i | 0.0 | i | 13 | i | i | i | i | i | i | i
CCN(CC(=O)Nc1c(F)cccc1F)C(=O)CN1C(=O)c2ccccc2C1=O | i | -0.2 | i | 22 | i | i | i | i | i | i | i
O=C(CSc1nnc(-c2ccncc2)n1C1CCCCC1)Nc1ccccc1 | i | -0.8 | i | 44 | i | i | i | i | i | i | i
Nc1nc(CSc2nnnn2-c2ccc(Cl)cc2)nc(N2CCOCC2)n1 | i | -0.3 | i | 10 | i | i | i | i | i | i | i
O=C(Nc1cccnc1)Nc1cc(Cl)cc(Cl)c1 | i | 0.2 | i | 10 | i | i | i | i | i | i | i
O=C(OCC1OC(n2ncc(=O)[nH]c2=O)C(OC(=O)c2ccccc2)C1OC(=O)c1ccccc1)c1ccccc1 (stereo not drawn) | i | -0.8 | i | 39 | i | i | i | i | i | i | i
O=C(Nc1ccc(O)cc1)c1ccc2c(c1)C(=O)N(N1C(=O)c3ccccc3C1=O)C2=O | i | -0.4 | i | 16 | i | i | i | -5.8* | i | i | i
CC(C)c1cc(C(=O)NCc2cccnc2)no1 | i | 0.1 | i | 26 | i | i | i | i | i | i | i
Cc1cc(C(=O)N/N=C/c2cc(Br)c(Br)o2)n[nH]1 | i | -0.2 | i | 4 | i | i | i | i | i | i | i
Cc1nc2oc3c(NCc4ccccn4)ncnc3c2c2c1COC(C)(C)C2 | i | -0.2 | i | 13 | i | i | i | i | i | i | i
O=S(=O)(NCc1ccc2c(c1)OCO2)c1cccc(S(=O)(=O)N2CCOCC2)c1 | i | 0.1 | i | 4 | i | i | i | i | i | i | i
O=C(NCCc1ccccc1)c1ccc2c(=O)[nH]c3c(C(=O)NCC4CCCO4)sc(=S)n3c2c1 (stereo not drawn) | i | 0.9 | i | 27 | i | i | i | i | i | i | i
CCCCc1nc2cc(C(=O)N3CCN(c4nc(C)cnc4C)CC3)ccc2o1 | i | 1.5 | i | 12 | i | i | i | i | i | i | i
CC1(C)CC(=O)C([N+](=O)[O-])=C(NCCCO)C1 | i | 0.2 | i | 21 | i | i | i | i | i | i | i
NC(=O)c1c(NC(=O)c2ccncc2)sc2c1CCCC2 | i | 3.7 | i | -2 | i | i | i | i | i | i | i
Cc1ccc(/C=N/NC(=O)C2CCN(Cc3ccc(F)cc3Cl)CC2)o1 | i | -1.7 | i | 10 | i | i | i | i | i | i | i
COc1cccc(-c2nnc3sc(-c4ccccn4)nn23)c1 | i | 0.6 | i | 27 | i | i | i | i | i | i | i
CCOCCCNC(=O)c1cc2c(=O)n(CC)c3ccccc3c2s1 | i | 1.6 | i | 7 | i | i | i | i | i | i | i
COc1cc(C2NC(=O)NC(C)=C2C(=O)OCc2ccc(C)cc2)cc(OC)c1OC (stereo not drawn) | i | 0.4 | i | -8 | i | i | i | i | i | i | i
Cc1cc(C(=O)NC2CCCCC2)c(C)n1-c1ccc(F)cc1 | i | 1.3 | i | 3 | i | i | i | i | i | i | i

Following part:
SMILES | PolyA inh | HIF act | MrgX1 agonist | AI-2 QS modul | MrgX1 allo act | TRPC4 act | TRPC4 block | MrgX1 antagonist | TRPC6 act | TRPC6 inh | TRPC4 potent
CC12CCC(C(=O)Nc3ccc4c(c3)OCCO4)(OC1=O)C2(C)C (stereo not drawn) | i | -0.3 | i | 29 | i | i | i | i | i | i | i
COc1cc(Cl)c(S(=O)(=O)NCCN2CCOCC2)cc1Cl | i | 0.0 | i | 10 | i | i | i | i | i | i | i
O=C(CCN1C(=O)S/C(=C\c2ccccc2)C1=O)N1CCOCC1 | i | 1.7 | i | 6 | i | i | i | i | i | i | i
COc1ccc(S(=O)(=O)N2CCCC2)cc1OC | i | -0.8 | i | 18 | i | i | i | i | i | i | i
CCc1ccccc1N1C(=O)c2ccccc2S1(=O)=O | i | -0.2 | i | 10 | i | i | i | i | i | i | i

No new results follow: an excerpt of the list.
SMILES | PolyA inh | HIF act | MrgX1 agonist | AI-2 QS modul | MrgX1 allo act | TRPC4 act | TRPC4 block | MrgX1 antagonist | TRPC6 act | TRPC6 inh | TRPC4 potent
CC12CCC(C(=O)Nc3ccc4c(c3)OCCO4)(OC1=O)C2(C)C (stereo not drawn) | i | -0.3 | i | 29 | i | i | i | i | i | i | i
COc1cc(Cl)c(S(=O)(=O)NCCN2CCOCC2)cc1Cl | i | 0.0 | i | 10 | i | i | i | i | i | i | i
